IDE act = activators of human insulin-degrading enzyme in cells; hit rate 0.073% among 340,000; HEK cells, FAbeta-B cleavage, fluorescence polarization; 0% vehicle, 100% cell-free pure enzyme wells; activation, % at 5.96 µM;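 active = activation above the mean of all tested compounds plus 3 SD, set per screening campaign, cut at about 17% in these data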
Target sequence (P14735 whole entry, looked up): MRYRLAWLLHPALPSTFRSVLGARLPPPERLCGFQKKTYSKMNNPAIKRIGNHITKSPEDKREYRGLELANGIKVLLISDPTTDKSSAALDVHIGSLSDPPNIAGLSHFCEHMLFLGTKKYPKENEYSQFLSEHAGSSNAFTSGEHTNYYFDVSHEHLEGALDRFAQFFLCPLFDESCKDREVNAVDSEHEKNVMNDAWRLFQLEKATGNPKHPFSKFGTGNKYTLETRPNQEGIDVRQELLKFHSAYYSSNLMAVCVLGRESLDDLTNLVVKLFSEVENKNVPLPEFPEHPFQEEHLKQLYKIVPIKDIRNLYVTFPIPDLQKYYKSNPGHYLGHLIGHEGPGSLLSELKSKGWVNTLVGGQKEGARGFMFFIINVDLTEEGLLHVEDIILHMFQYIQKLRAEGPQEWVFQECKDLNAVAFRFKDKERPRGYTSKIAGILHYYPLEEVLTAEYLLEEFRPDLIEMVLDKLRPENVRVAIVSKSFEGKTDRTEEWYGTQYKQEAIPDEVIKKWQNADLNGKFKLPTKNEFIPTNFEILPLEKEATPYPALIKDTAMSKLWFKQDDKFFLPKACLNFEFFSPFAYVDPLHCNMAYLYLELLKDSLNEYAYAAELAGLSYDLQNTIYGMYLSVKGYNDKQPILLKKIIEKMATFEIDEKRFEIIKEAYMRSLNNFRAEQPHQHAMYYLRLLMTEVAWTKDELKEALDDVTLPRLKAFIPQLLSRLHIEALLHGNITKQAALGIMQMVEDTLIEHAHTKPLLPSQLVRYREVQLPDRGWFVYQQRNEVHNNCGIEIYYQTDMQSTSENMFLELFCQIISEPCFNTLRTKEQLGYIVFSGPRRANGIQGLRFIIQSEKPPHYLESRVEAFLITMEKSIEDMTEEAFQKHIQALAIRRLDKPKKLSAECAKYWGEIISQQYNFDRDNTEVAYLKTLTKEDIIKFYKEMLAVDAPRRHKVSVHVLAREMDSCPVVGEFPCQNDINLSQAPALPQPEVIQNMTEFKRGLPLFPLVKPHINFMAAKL
IMP-1 inh = blocks Pseudomonas aeruginosa IMP-1 metallo-beta-lactamase. purified IMP-1, nitrocefin hydrolysis, epi-absorbance fluorescence. inhibition, % at 5.6 µM. AID 1556. hit rate 0.45% among 290,000;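 active = inhibition above the mean plus 3 SD of all compounds in the same screening run, cut at about 4.5% in these data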;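 also: 0% = IMP-1 with DMSO and 100% = DMSO wells lacking enzyme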
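System: purified IMP-1 / Input: IMP-1 dispensed at 0.2 nM / Medium: 50 mM HEPES pH 7.1, 50 µM ZnSO4, 0.05% Brij 35 / Timing: 15 min enzyme–compound preincubation, then 25 min nitrocefin reaction, 25 °C / Technique: plate fluorescence quenching by hydrolysis product, ex 480/em 530 nm / Repeats: singlicate testing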
SUMO HTRF inh = SUMOylation inhibition; P63279; HTRF SUMOylation assay, SAE1/SAE2 + UBC9, in vitro; inhibition, % at 35 µM; hit rate 0.36% among 290,000; in the data active = inhibition above about 50%, passing the limit was not always enough; also: strong numbers were not always called active
PHOSPHO1 inh = inhibitors of human PHOSPHO1 phosphatase; Q8TCT1; recombinant PHOSPHO1, absorbance phosphatase assay; inhibition, % at 13.3 µM; hit rate 1.1% among 290,000; in the data active = inhibition above about 60%
p-CIP stab down = p/CIP protein destabilization. Q05BA5. F442A p/CIP-EGFP cells, EGFP fluorescence, 16 h. decrease of EGFP signal, % at 10 µM. hit rate 0.01% among 290,000;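 active = EGFP signal decrease of at least 30% at 10 µM or well 3 SD below plate mean, unless failing retest; inactive = the rest, including hits failing retest or dose response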; also: some compounds called inactive have numbers as strong as hits; many of its hits are not listed in these tables
FID counter = fluorescent intercalator displacement, NS3 helicase counter-screen; DNA fluorescent intercalator displacement, fluorescence; hit rate 0.17% among 290,000; AID 1845; inhibition, % at 7.9 µM; in the data active = inhibition above about 37%;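 also: 0% = vehicle and 100% = reference compound; higher means more ethidium bromide displaced from hairpin DNA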
NS3 helicase inh = blocks Hepatitis C virus NS3 helicase unwinding; NS3 helicase DNA unwinding, Cy5 molecular beacon fluorescence; inhibition, % at 10.9 µM; hit rate 0.56% among 290,000; AID 1800;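 active = inhibition above the mean of all tested compounds plus 3 SD, set per campaign, cut at about 35% in these data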;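 also: 0% = DMSO wells and 100% = thioflavine S control wells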
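Test system: hepatitis C virus NS3 helicase domain fragment enzyme. Also added: annealed dual-labelled DNA beacon duplex, ATP-started. Timing: 60 min unwinding reaction at 25 °C after ATP addition. Technique: Cy5 fluorescence. Measure: % inhibition of unwinding.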
MEKK3 PB1 HTS = MEKK3-MEK5 PB1 interaction, increase or decrease. Q99759. bead-based flow cytometry, Alexa488-MEK5 binding to MEKK3; actives lie on both sides; 0 = blocked by unlabeled MEK5, 100 = vehicle. binding response (% of control), % at 10 µM. hit rate 1.4% among 290,000. AID 1529;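 active = binding response more than 3 SD above or below the average of its plate-row segment, actives on both sides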;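 also: Alexa488 bead fluorescence after subtracting the streptavidin-only scavenger bead signal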
VIM-2 inhibitor = inhibitors of Pseudomonas aeruginosa VIM-2 metallo-beta-lactamase. hit rate 0.89% among 290,000. purified VIM-2, nitrocefin hydrolysis, epi-absorbance fluorescence. AID 1527. inhibition, % at 5.6 µM;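 active = inhibition above the mean of all tested compounds plus 3 SD, cutoff set per screening run, cut at about 7.5% in these data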;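 also: red hydrolysis product quenches plate fluorescence so inhibitors raise well fluorescence; 0% = enzyme with DMSO and 100% = DMSO without enzyme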
Active calls of the source: *; / = not tested or not shown; [ ] = remark or other dose. Only part of the results is shown, so the mix of outcomes need not match the whole.

SMILES	IDE act	IMP-1 inh	SUMO HTRF inh	PHOSPHO1 inh	p-CIP stab down	FID counter	NS3 helicase inh	MEKK3 PB1 HTS	VIM-2 inhibitor
CCn1cc(/C=N\NC(=O)c2c[nH]c3ccccc23)c(C)n1	-4	-1.4	-4	1	-12	-10	4	106	-2.9
CCOC(=O)c1[nH]c(C)c(C(=O)N2CCN(c3ccccc3)CC2)c1C	3	-6.0	13	18	-8	-35	4	101	-3.6
CCCCC(C(=O)OCC)C(N)Cc1ccc(F)cc1 (stereo not given)	4	-1.6	74*	-7	9	18	-21	98	-2.3
CCN=C1S/C(=C\c2ccc(OCC)c(OC)c2)C(=O)N1CC	2	-3.3	-9	-9	-15	-10	3	125	-1.5
O=S(=O)(Nc1ccc(Cl)nn1)c1ccccc1	1	-1.1	16	20	-14	3	-5	94	-1.5
Cn1c(SCc2c(Cl)cccc2Cl)nnc1-c1ccc2nonc2c1	4	-3.9	10	-13	6	-19	-2	90	-1.6
COC(=O)c1ccc(C(C(=O)NC2CCCCC2)N(Cc2ccccc2)C(=O)Cc2cccs2)cc1 (stereo not given)	3	-1.9	-5	-7	6	-2	-9	96	2.7
Cn1c(N)c(C(=O)COC(=O)CCCc2nc3ccccc3s2)c(=O)n(C)c1=O	-2	-4.5	-9	-2	3	-24	-2	126	-3.8
CCOC(=O)C(CC)Sc1nc2c(c(=O)[nH]c(=O)n2C)n1C/C=C(/C)Cl (stereo not given)	0	0.4	12	14	-2	-10	0	98	1.0
Cc1c(-c2ccccc2)nc2ccccc2c1C(=O)O	2	-7.2	6	6	-4	-2	-7	107	-4.2
Clc1ccc(SCCn2ccnc2)cc1	4	-1.9	12	5	0	6	-4	70*[inhibitor]	-1.7
O=C(CN1C(=O)COc2ccc(Cl)cc21)N1CCc2ccccc21	2	-2.9	13	14	4	-5	-3	101	-2.8
O=C(Nc1ccccc1Cl)c1ccc(S(=O)(=O)NCC2CCCO2)cc1 (stereo not given)	-4	-4.2	1	11	5	-21	-8	99	-2.5
O=C(Nc1ccc(OC(F)(F)F)cc1)Oc1ccccc1N1CCOCC1	4	-2.4	-15	33	5	1	-4	92	-1.0
CN(C)c1cccc(C(=O)OCc2cc(=O)oc3cc(O)ccc23)c1	3	-3.2	/	-6	-12	-10	16	109	32*
CCN(C(=O)C1CCN(S(=O)(=O)c2ccc3c(c2)oc(=O)n3C)CC1)c1cccc(C)c1	-4	-2.8	13	-15	-5	-2	0	104	-2.9
CC(C)N1C/C(=C/c2ccsc2)C(=O)/C(=C/c2ccsc2)C1	1	-1.4	10	-6	1	-9	8	99	0.1
Cn1c(N/N=C/c2cccs2)nc2c1c(=O)n(Cc1ccccc1)c(=O)n2C	1	-3.9	14	-14	-6	-3	-4	104	-4.7
COC(=O)COc1ccc(S(=O)(=O)Nc2cc([N+](=O)[O-])ccc2C)cc1	7	-2.9	6	20	-2	-8	-5	109	-3.0
CCOC(=O)[C@@H]1C(c2c(OC)cc(OC)cc2OC)=NO[C@@H]1C(=O)OCC	3	-1.8	-20	0	8	-10	-16	99	-1.0
COc1cc(NC(=S)NNC(=O)C(C)(C)O)cc(OC)c1	2	-0.9	15	19	3	-4	8	100	0.6
CN(CC(=O)Nc1cccc2c1CCCC2)S(=O)(=O)c1ccc(Cl)cc1	4	-2.0	7	4	-10	0	-5	109	1.7
Cc1ccc(NC(=O)CNC(=O)N2CC(=O)Nc3ccccc32)cc1F	2	-4.0	7	44	-8	-13	3	98	-3.5
Cc1cc(C)c(C#N)c(SCc2ccccc2C(=O)O)n1	-7	-6.2	2	-18	3	-19	19	110	-1.4
Cc1ccc(C(=O)OCCN2CCN(c3ncc(C(F)(F)F)cc3Cl)CC2)cc1	8	-2.6	-53	14	-2	-3	-3	103	-2.8
Cc1oc(-c2cc(F)ccc2F)nc1CN1CCN(C)C(=O)[C@@H]1C	4	-0.1	7	6	-9	0	-5	54	1.4
Oc1ccc(-c2csc(Nc3ncccn3)n2)c(O)c1	-4	-2.3	11	4	17	6	-14	104	2.4
COc1ccc(Cc2nnc(-c3cccc(C)c3)o2)cc1OC	2	-3.7	-18	0	-18	-13	-9	111	0.6
Cc1ccc(CN2CCCN(Cc3c(F)cccc3Cl)S2(=O)=O)cc1	5	-2.1	-13	9	4	-14	-3	102	-2.1
Cc1ccc2c(c1)cc(CN(Cc1ccc3c(c1)OCO3)S(=O)(=O)c1ccccc1)c1nnnn12	3	2.9	16	11	-7	0	-8	97	1.2
Cc1csc(NC(=O)Cn2cnnn2)n1	1	-1.4	5	7	7	2	-2	99	-2.0
Cc1ccc(N2C(=O)C3C=NNC3C2=O)cc1 (stereo not given)	0	0.2	7	12	14	-3	5	87	-3.5
COC(=O)c1c(CCl)noc1C(=O)NC(C)C	0	-2.4	28	35	-3	4	0	103	-2.4
COc1cc2ccccc2cc1C(=O)N1CCN(C(C)=O)CC1	4	-0.6	-6	23	0	-8	2	93	-0.2
COc1ccc(CCNc2nncc(=O)[nH]2)cc1OC	0	-1.1	-4	2	9	1	-1	77	0.1
COc1ccc(C(=S)N2CCOCC2)cc1OS(=O)(=O)c1ccc(Br)cc1	6	-0.8	10	14	-19	-30	-1	107	0.1
CC1=C(C(=O)Nc2ccccc2)C(c2ccc(O)cc2)N2C(=O)CSC2=N1 (stereo not given)	0	-0.5	11	18	-5	-3	20	101	-0.7
COC(=O)c1ccc2c(=O)sc(N3CCC(C(N)=O)CC3)nc2c1	-1	-2.5	17	3	0	-4	4	/	-2.8
COc1ccccc1N1C(=O)c2ccccc2NC1c1ccncc1 (stereo not given)	-1	-2.9	-2	14	-1	1	-5	104	-1.7
Cc1cccc(Cc2nnc(CCC(=O)N(C)Cc3ccncc3C)o2)c1	-2	-4.2	-10	52	-11	-10	1	105	-6.2

Ordered by the number under PHOSPHO1 inh (largest number first): four of the compounds above.
SMILES,IDE act,IMP-1 inh,SUMO HTRF inh,PHOSPHO1 inh,p-CIP stab down,NS3 helicase inh,MEKK3 PB1 HTS,VIM-2 inhibitor
CCOC(=O)c1[nH]c(C)c(C(=O)N2CCN(c3ccccc3)CC2)c1C,3,-6.0,13,18,-8,4,101,-3.6
Cc1c(-c2ccccc2)nc2ccccc2c1C(=O)O,2,-7.2,6,6,-4,-7,107,-4.2
COc1ccc(Cc2nnc(-c3cccc(C)c3)o2)cc1OC,2,-3.7,-18,0,-18,-9,111,0.6
Cc1cc(C)c(C#N)c(SCc2ccccc2C(=O)O)n1,-7,-6.2,2,-18,3,19,110,-1.4

(listing goes on)
SMILES	IDE act	IMP-1 inh	SUMO HTRF inh	PHOSPHO1 inh	p-CIP stab down	FID counter	NS3 helicase inh	MEKK3 PB1 HTS	VIM-2 inhibitor
O=C(NC1CCCCCC1)C1CCN(C(=O)c2cccc(Cl)c2)CC1	2	-2.0	-1	-2	0	-29	0	105	0.0
COc1ccccc1N1CCN(c2ccc(N3C(=O)CCC3=O)cc2[N+](=O)[O-])CC1	4	-2.9	10	-28	2	-12	2	100	0.1
Cc1ccc(NC(=S)Nc2ccc3cn[nH]c3c2)cc1	3	-6.0	56	0	-3	-1	6	85	-3.9
C/C(=N\Nc1nc(C(C)(C)C)cs1)c1ccccc1	4	-1.1	8	/	6	-16	-30	106	-1.6
COc1cc(OC)c(NC(=S)Nc2cccc(C)c2)cc1Cl	1	-2.0	-8	-35	0	3	-6	125	-1.3
CCOC(=O)NC(=O)/C(C#N)=C\NNc1ncc(C(F)(F)F)cc1Cl	4	-1.4	4	28	-9	6	-3	93	-4.1
CC(=O)Nc1ccc(S(=O)(=O)NCC2CCC(C(=O)NC(C)c3ccc4c(c3)OCCO4)CC2)cc1 (stereo not given)	/	-0.7	0	6	-2	-21	-7	59	1.8
Cc1ccccc1C(=O)Nc1cccc(NC(=O)c2ccccc2[N+](=O)[O-])c1	4	-4.3	6	30	-13	-5	-2	107	-3.5
O=C(c1cc(COc2ccc(F)cc2Cl)on1)N1CCC(OCc2cccnc2)CC1	0	-1.1	-2	44	-18	-37	-1	102	-3.2
Cc1cc(C)cc(NC(=O)C(OC(=O)C2=COCCO2)c2ccccc2)c1 (stereo not given)	7	-4.4	-7	-32	-5	-17	-7	99	0.3
CN(CCc1ccccn1)C(=O)CN(C)S(=O)(=O)c1ccc2c(c1)c(=O)n(C)c(=O)n2C	9	-3.3	10	-2	-2	3	3	93	-2.0
CCOC(=O)CCSc1nc(N2CCOCC2)c2c(c1C#N)CC(C)(C)OC2	-2	-2.4	-4	-7	-10	-29	1	107	-0.1
Cc1ccc(NC(=O)Cn2cnc3cc([N+](=O)[O-])ccc3c2=O)cc1	8	-1.4	2	38	-3	14	-4	98	-0.2
c1ccc(Cn2c(SCCN3CCOCC3)nnc2-c2cccnc2)cc1	-1	-0.1	10	27	-13	0	0	99	-1.8
COc1ccccc1/C=N/NC(=O)c1ccc(N(C)S(=O)(=O)c2ccccc2)cc1	-4	-2.1	-1	2	6	-19	0	96	-2.9
CC(C)[C@H](NC(=O)OC(C)(C)C)c1nnc(SCc2cccc(F)c2)o1	1	-2.6	-15	18	4	-33	-14	78	0.5
O=C(CN1C(=O)/C(=C/c2ccco2)SC1=S)Nc1ccc(O)c(C(=O)O)c1	-2	3.0	51*	2	-19	9	25	102	-2.6

One compound at a time, as listed above:
`CC(=O)Nc1ccc(S(=O)(=O)NCC2CCC(C(=O)NC(C)c3ccc4c(c3)OCCO4)CC2)cc1` (stereo not given) as listed: IDE act = /; IMP-1 inh = -0.7; SUMO HTRF inh = 0; PHOSPHO1 inh = 6; p-CIP stab down = -2; FID counter = -21; NS3 helicase inh = -7; MEKK3 PB1 HTS = 59; VIM-2 inhibitor = 1.8
`Cc1ccccc1C(=O)Nc1cccc(NC(=O)c2ccccc2[N+](=O)[O-])c1` as listed: IDE act = 4; IMP-1 inh = -4.3; SUMO HTRF inh = 6; PHOSPHO1 inh = 30; p-CIP stab down = -13; FID counter = -5; NS3 helicase inh = -2; MEKK3 PB1 HTS = 107; VIM-2 inhibitor = -3.5
`C/C(=N\Nc1nc(C(C)(C)C)cs1)c1ccccc1` as listed: IDE act = 4; IMP-1 inh = -1.1; SUMO HTRF inh = 8; PHOSPHO1 inh = /; p-CIP stab down = 6; FID counter = -16; NS3 helicase inh = -30; MEKK3 PB1 HTS = 106; VIM-2 inhibitor = -1.6
